UbGFP stabilizer = ubiquitin-GFP accumulation via proteasome inhibition. Ubiquitin-GFP reporter cells, proteasome inhibition, GFP fluorescence; response scale: untreated = 0%, 10 µM MG-132 = 100%. Potency, µM (highest dose often 45.9 µM), inactives show at the highest dose activation (GFP accumulation), usual class: activators. 67,000 tested, under 10 active; active means well fitted activation curve with a large enough effect, not every such curve was filed as active; inconclusive means small, poorly fitted or top-dose-only effect, or another doubt; inactive means no such curve, though single readings can be large or run the other way; further: potency means the concentration at half of the fitted maximal effect
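Proteasome blockade was scored as a rise in GFP-expressing U2OS cells carrying a ubiquitin(G76V)-GFP construct, imaged after 4 hr compound treatment at 37 °C across a 46 uM–2.9 nM series.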
Texas Red fluor = compound fluoresces in the Texas Red spectral region | Compound fluorescence, Texas Red channel, 547/618 nm; stronger effect = higher value | max dye-equivalent concentration, M | hit rate 0.06% among 59,000; in the data active means max dye-equivalent concentration above about 10 nM; inconclusive means between about 1.1 nM and that limit
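Dye-equivalent concentrations come from scaling compound signal (ex 547, em 618 nm) to six Texas Red standard concentrations run on every plate, after 15 min room-temperature incubation in pH 8.0 Tris (100 mM).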
DNA Pol III inh = inhibitors of bacterial DNA polymerase III holoenzyme; reconstituted DNA polymerase III holoenzyme replication, biochemical; Potency, µM (top dose mostly 57.1 µM), inactives show top-dose activity change, negative = inhibition; hit rate 0.25% among 71,000; further: potency means the concentration at half of the fitted maximal effect; on the % scale 0 is the no-effect control and ±100 the full control effect
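Reconstituted *E. coli* holoenzyme (0.35 nM Pol III, 1 nM beta, 154 nM SSB, 2 nM primase) was preincubated with compound for 15 min at RT. Synthesis on 1.4 nM ssM13Gori ran 35 min, then was stopped with PicoGreen/EDTA and read as dsDNA fluorescence.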
Fluorescein autfl = fluorescein region autofluorescence; Compound autofluorescence, 480/540 nm, fluorescein-equivalent; stronger effect = higher value; max fluorescein-equivalent concentration, M; hit rate 0.91% among 59,000; in the data active means max fluorescein-equivalent concentration above about 10 nM; inconclusive means between about 1.1 nM and that limit
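Read-out is intrinsic compound fluorescence at 480/540 nm (excitation/emission), expressed as dye-equivalent concentration using a fluorescein standard series run on every plate. Compounds sat 15 min at room temperature in 100 mM Tris, pH 8.0.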
Rhodamine fluor = compound autofluorescence in rhodamine spectral region; Rhodamine-region fluorescence, 547/598 nm, Tris buffer; stronger effect = higher value; max dye-equivalent concentration, M; hit rate 0.05% among 59,000; in the data active means max dye-equivalent concentration above about 11 nM; inconclusive means between about 1.1 nM and that limit
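qHTS spectral profiling of compounds without any target or enzyme present, in pH 8.0 Tris buffer; plates were read after a 15-minute room-temperature incubation using the rhodamine-region filter set.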
ALOX15 inhib = blocks human 15-lipoxygenase activity; purified 15hLO-1, xylenol orange hydroperoxide absorbance; P16050; AID 887; hit rate 1.4% among 74,000; Potency, µM (series often up to 57.1 µM), without a hit: at the top dose activity change, negative = inhibition, most hits filed as inhibitors; further: potency means the concentration at half of the fitted maximal effect; on the % scale 0 is the no-effect control and ±100 the full control effect; nearly all actives have a fitted effect of over 55% in size
Target sequence (P16050 whole entry, looked up): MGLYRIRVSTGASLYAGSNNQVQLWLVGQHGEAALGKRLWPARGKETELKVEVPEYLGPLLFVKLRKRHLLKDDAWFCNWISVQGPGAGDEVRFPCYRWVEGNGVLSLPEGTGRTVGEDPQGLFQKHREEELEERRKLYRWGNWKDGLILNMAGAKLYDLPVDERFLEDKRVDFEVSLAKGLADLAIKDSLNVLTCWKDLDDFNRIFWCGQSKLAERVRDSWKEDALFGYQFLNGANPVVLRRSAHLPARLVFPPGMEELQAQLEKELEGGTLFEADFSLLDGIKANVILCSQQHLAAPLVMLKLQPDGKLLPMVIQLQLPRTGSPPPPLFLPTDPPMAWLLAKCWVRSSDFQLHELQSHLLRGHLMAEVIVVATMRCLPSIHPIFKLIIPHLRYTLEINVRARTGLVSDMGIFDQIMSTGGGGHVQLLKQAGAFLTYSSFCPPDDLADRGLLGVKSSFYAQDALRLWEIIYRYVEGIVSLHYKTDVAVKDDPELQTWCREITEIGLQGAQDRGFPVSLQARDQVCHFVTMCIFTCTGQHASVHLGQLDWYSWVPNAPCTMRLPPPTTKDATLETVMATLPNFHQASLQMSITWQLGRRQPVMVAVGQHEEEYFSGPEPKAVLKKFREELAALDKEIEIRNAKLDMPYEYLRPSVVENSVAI
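Purified human 15hLO-1 (40 nM) in 25 mM Hepes pH 7.5, 0.01% Triton X-100, preincubated 15 min RT with compound, then 50 uM arachidonic acid for 6 min. Hydroperoxide read by ferrous/xylenol orange, 30 min; 573/405 nm absorbance ratio gave progress.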
Epigenetic mod = epigenetic modulators derepressing GFP locus in mouse cells. Potency, µM (highest dose often 46.1 µM), for inactives: top-dose GFP derepression (activation). hit rate 0.09% among 68,000. mouse C127i GFP locus derepression, cytometry, 30 h; further: % of control where 0% means no effect
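Murine C127i mammary cells carrying a silenced, stably integrated CMV-driven GFP reporter were treated with compound for 30 hours at 37 C. After PBS washes, GFP-positive cells were counted by laser-scanning microplate cytometry.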
4MU fluor = 4-MU region autofluorescence. compound autofluorescence, 340/450 nm, 4-MU equivalents; stronger effect = higher value. max dye-equivalent concentration, M. AID 589. hit rate 11% among 59,000; in the data active means max dye-equivalent concentration above about 10 nM; inconclusive means mostly about 1.1 nM to 9.6 nM
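Intrinsic fluorescence at 340/450 nm (ex/em) was read after 15 min at room temperature in pH 8.0, 100 mM Tris. Each compound concentration expressed as 4-MU-equivalent concentration from a six-point 4-MU standard series on each plate.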
HADH2 inhib = blocks human hydroxyacyl-CoA dehydrogenase type II. Q99714. recombinant HADH2, NADH fluorescence, beta-hydroxybutyryl-CoA. Potency, µM (top dose mostly 57.1 µM), inactives show at the top dose activity change, negative = inhibition, usual class: inhibitors. hit rate 3.4% among 73,000; further: potency means the concentration at half of the fitted maximal effect; on the % scale 0 is the no-effect control and ±100 the full control effect; nearly all actives have a fitted effect of over 60% in size; many of its hits are not listed in these tables
Target sequence (Q99714 whole entry, looked up, one chain of several): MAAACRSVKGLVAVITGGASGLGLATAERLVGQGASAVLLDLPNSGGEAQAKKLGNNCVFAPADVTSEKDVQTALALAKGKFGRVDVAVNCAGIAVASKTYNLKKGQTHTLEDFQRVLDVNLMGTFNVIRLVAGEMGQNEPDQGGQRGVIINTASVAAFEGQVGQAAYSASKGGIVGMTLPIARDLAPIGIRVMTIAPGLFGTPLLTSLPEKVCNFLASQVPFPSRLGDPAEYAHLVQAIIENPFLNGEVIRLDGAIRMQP
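20 nM HADH2 + cpd, 15 min RT; add 1 mM NAD+/90 uM beta-hydroxybutyryl-CoA; kinetic fluorescence 360/450 nm, 4 min. Tris-HCl pH 9.0, 0.01% Tween-20.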
HBB splice mod = modulators of hemoglobin beta chain splicing. hit rate 0.06% among 65,000. HBB splicing reporter cell assay, activation; EGFP reporter with mutant IVS2-654 intron; response scale: normalised to 500 nM splice-correcting PNA. Potency, µM (doses to about 46.1 µM), for the others: at the top dose activation, hits mostly activators; further: potency means the concentration at half of the fitted maximal effect; 0% is about no effect
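Compounds were applied for 2 days to HeLa EGFP-654 cells, 500/well in Optimem with 2% FCS. The reporter's EGFP is disrupted by mis-splicing of beta-globin intron IVS2-654. Readout: summed well GFP fluorescence from 488 nm laser scanning; reference was 500 nM antisense […] 654 PNA.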
Hsp90 Hop PPI = changes Hsp90-Hop TPR2A binding signal, up or down. hit rate 0.44% among 71,000. Potency, µM (highest dose often 57 µM), for the others: at the top dose activity change, negative = inhibition. AlphaScreen TPR2A-His6 binding biotin-Hsp90 C-terminal peptide; active means well fitted curve in either direction with a large enough effect; inconclusive means small, poorly fitted or top-dose-only effect, or another doubt; further: potency means the concentration at half of the fitted maximal effect; on the % scale 0 is the no-effect control and ±100 the full control effect; many of its hits are not listed in these tables
* marks the source's active call; other numbers are inactive results; i = inactive; ? = inconclusive; · = not tested or not shown; [ ] = another dose, or the depositor's remark. Unless noted, the call rests on the fitted dose curve; in most records, active means well fitted curve in the direction sought with a large enough effect; inconclusive means small, poorly fitted or top-dose-only effect, or another doubt; inactive means no such curve, though single readings can be large; an effect the other way counts as inactive or inconclusive. An excerpt; count on the stated rates, not on these rows.

Fields: UbGFP stabilizer	Texas Red fluor	DNA Pol III inh	Fluorescein autfl	Rhodamine fluor	ALOX15 inhib	Epigenetic mod	4MU fluor	HADH2 inhib	HBB splice mod	Hsp90 Hop PPI
> Fc1ccc([C@H]2CCNC[C@H]2COc2ccc3c(c2)OCO3)cc1
→ 2%	·	-4%	·	·	-29%[25.6 µM]	0%	·	10%	·	-7%
> Cc1ccccc1Cc1c(C)nc2ncnn2c1C
→ 5%	i	-6%	i	i	-3%	4%	i	10%	-1.1%[57.5 µM]	-5%
> CS(=O)(=O)NCCSCc1ccco1
→ 0%[9.17 µM]	·	2%[11.4 µM]	·	·	-2%[11.4 µM]	0%	·	-10%[11.4 µM]	-0.3%[0.0738 µM]	-5%[11 µM]
> COC(=O)Nc1ccc2c(c1)N(C(=O)CCN1CCN3CCCC3C1)c1ccccc1CC2 (stereo unspecified)
→ 14%	i	3%	i	i	-11%	-2%	1.2e-08M*	-2%	0.5%[1.84 µM]	-4%
> CCOC(=O)Cc1nnc(NC(=O)Nc2ccccc2)s1
→ 4%	i	-1%	?	i	6%	-3%	i	3%	·	?
> COc1ccc2[nH]cc(C(=O)CN3CCCCC3)c2c1
→ 21%	i	1%	i	i	2%	4%	i	0%	1.9%[1.84 µM]	0%
> O=C(c1cnc2sccn2c1=O)N1CCc2ccccc2C1
→ -6%	i	-4%	i	i	-9%	1%	i	-7%	-2.8%	-14%
> CCOC(=O)CSc1nc(N(C)C)nc(N(C)C#N)n1
→ ·	i	·	i	i	·	-3%[20.6 µM]	i	·	·	·
> CCOC(=O)c1cnn(-c2ccccc2)c1NC(=O)c1cccs1
→ -12%	·	-3%	·	·	1%	0%	·	1%	0.3%[9.22 µM]	0%
> CNC(=O)[C@H](C)/C=C/C(NC(=O)OCc1ccccc1)c1ccc(C(=O)OC)cc1 (stereo partly specified)
→ ·	·	-4%	·	·	-5%	·	·	2%	-1.3%	-9%
> Cc1sc(NC(=O)CSc2nnc3scc(-c4ccccc4)n23)c(C#N)c1C
→ 14%	i	-3%	?	i	-10%	14%	i	7%	·	2%
> N#Cc1nc(-c2ccco2)oc1N1CCN(c2ccccc2)CC1
→ 2%	i	0%	i	i	3%	0%	i	?	-3.9%[0.369 µM]	?
> COCC(=O)N1CCC2(CC1)CN(C(=O)Nc1ccc(OC)cc1)C2
→ -7%	i	-4%	i	i	7%	0%[9.22 µM]	i	9%	0.7%	0%
> CC(=O)NC(CCS(C)(=O)=O)C(=O)Nc1ccc(C)c(F)c1 (stereo unspecified)
→ -6%	i	-10%	i	i	5%	0%	i	9%	-0.5%	4%
> CN(C)c1ccc(C(=S)N2CCN(c3ccccc3)CC2)cc1
→ 2%	i	11%	i	i	-1%	6%	i	8%	-2.5%[57.5 µM]	-16%

Filtered by structure, those above with fluorine.
Fields: UbGFP stabilizer	Texas Red fluor	DNA Pol III inh	Fluorescein autfl	Rhodamine fluor	ALOX15 inhib	Epigenetic mod	4MU fluor	HADH2 inhib	HBB splice mod	Hsp90 Hop PPI
> Fc1ccc([C@H]2CCNC[C@H]2COc2ccc3c(c2)OCO3)cc1
→ 2%	·	-4%	·	·	-29%[25.6 µM]	0%	·	10%	·	-7%
> CC(=O)NC(CCS(C)(=O)=O)C(=O)Nc1ccc(C)c(F)c1 (stereo unspecified)
→ -6%	i	-10%	i	i	5%	0%	i	9%	-0.5%	4%

More compounds follow.
Fields: UbGFP stabilizer	Texas Red fluor	DNA Pol III inh	Fluorescein autfl	Rhodamine fluor	ALOX15 inhib	Epigenetic mod	4MU fluor	HADH2 inhib	HBB splice mod	Hsp90 Hop PPI
> Cc1cccc(Nc2nnc(SCc3cn4ccsc4n3)s2)c1
→ 1%	i	2%	?	i	8%	-1%	i	-3%	-0.6%	-4%
> CC(=O)c1ccc(N2C(=O)C3C(C2=O)C(C(=O)c2ccc(Cl)cc2)N2CCCC32)cc1 (stereo unspecified)
→ 3%	i	-3%	1.3e-07M*	i	-26%	6%	i	7%	2.2%[1.84 µM]	-8%
> O=C(Nc1ccc(Cl)c(Cl)c1)N1CC=CCC1
→ -3%	·	-4%	·	·	-9%	9%	·	9%	-0.7%	3%
> Cc1nc2c(-c3ccccc3)c(C)nn2c(C)c1CC(=O)O
→ 6%	i	-9%	i	i	12%	0%	i	-2%	-1.6%	-3%
> NC(=NCCC[C@H](N)C(=O)O)NO
→ -7%	i	17%	i	i	-9%	-2%	i	6%	0.7%	-4%
> Cn1c(SCC(=O)c2cccs2)nnc1-c1ccco1
→ -1%	i	5%	i	i	6%	-2%	i	-7%	·	-5%
> O=C1c2ccccc2N2C(=O)c3ccccc3C2N1O (stereo unspecified)
→ 5%	i	-6%	i	i	-3%	0%	?	-7%	0.6%	-7%
> O=c1[nH]c(SCc2ccccc2Cl)nc2c1CCCC2
→ 3%	?	5%	i	i	-21%	2%	i	-18%	2.2%	0%
> O=C(Nc1cccc(F)c1)N1CC2(CCN(C(=O)c3cc(C(F)(F)F)cc(C(F)(F)F)c3)CC2)C1
→ -4%	i	-10%	?	i	0%	5%[9.22 µM]	i	-15%	5.2%	4%
> Cc1cc(C(=O)NCCCc2ccccc2)no1
→ -10%	i	-2%	i	i	-3%	-2%	i	14%	0.7%	0%
> Cc1cc(C)nc(NS(=O)(=O)c2ccc(NC(=O)Cn3c(=O)oc4ccccc43)cc2)n1
→ -3%	·	-5%	·	·	1%	·	·	6%	0.5%	-3%[2.3 µM]
> Cc1cc2n(n1)C(c1c[nH]c3ccccc13)Nc1ccccc1-2 (stereo unspecified)
→ 0%	i	0%	i	i	-13%	2%	?	-20%	-0.8%	15%
> CC1(C)OC(=O)N(Cc2ccco2)C1(C)O (stereo unspecified)
→ 26%	i	3%	i	i	0%	1%	i	-5%	-0.9%	3%
> CC1=[N+]([O-])C(C)(C)CC(C)(C)c2ccccc21
→ -3%	i	-1%	i	i	0%	2%	?	1%	0.5%[57.5 µM]	-3%
> O=C(NC(C(=O)O)c1ccccc1)c1ccc(S(=O)(=O)N2CCOCC2)cc1 (stereo unspecified)
→ -7%	i	-4%	i	i	6%	2%	i	14%	-0.7%	-3%
> O[C@]1(c2ccccc2)c2ccccc2NC2=NCCN21
→ -5%[9.17 µM]	i	-23%[11.4 µM]	i	i	-8%[11.4 µM]	1%[9.22 µM]	i	-6%[11.4 µM]	0.8%[9.22 µM]	-3%[11 µM]
> O=C1CC(Sc2nnc(-c3ccccc3)o2)C(=O)N1c1ccccc1 (stereo unspecified)
→ -1%	i	3%	i	i	0%	-3%	i	-24%	-2.9%	-2%
> Cc1cccc(N(CC(=O)NCc2ccc3c(c2)OCO3)C(=O)CCC(=O)Nc2ccccn2)c1
→ -3%	i	-2%	i	i	-10%	4%	i	-1%	0.3%[57.5 µM]	-6%
> O=C(Nc1ccc2c(c1)OCO2)c1ccc(CN2CCOCC2)cc1
→ 10%	·	0%	·	·	-29%	-2%	·	-1%	-1.0%	-22%
> COc1cccc(OC)c1C(=O)N1CCN(Cc2ccc3c(c2)OCO3)CC1
→ 2%	i	-6%	?	i	-10%	1%	i	5%	1.1%	-4%
> O=C(COc1cc(Cl)c(Cl)cc1Cl)Nc1ccncc1
→ 1%	i	-7%	?	i	-7%	-4%	?	19%	-0.4%	-1%
> COc1ccc2c(c1)sc1nc(-c3ccccc3)cn12
→ ·	?	0%	i	i	-7%	0%	i	6%	3.8%[0.369 µM]	13%
> O=C(CN1CCC(n2nnc3ccccc32)CC1)NCc1cccs1
→ -6%	i	5%	?	i	6%	1%	i	-5%	-0.1%[57.5 µM]	-1%
> Cc1ccc2cc3cc(C(=O)N4CC(C)CC(C)C4)oc3nc2c1 (stereo unspecified)
→ -7%	i	1%	i	i	-6%	-2%	i	?	-0.3%	2%
> BrC(c1cccc2ccccc12)c1cccc2ccccc12
→ 0%[9.17 µM]	i	-5%[11.4 µM]	?	i	3%[11.4 µM]	23%[9.22 µM]	i	3%[11.4 µM]	3.4%[9.22 µM]	-3%[11 µM]
> Cc1ccc(S(=O)(=O)Cn2nnnc2C(C)N2CCN(C(=O)c3ccco3)CC2)cc1 (stereo unspecified)
→ 3%	?	1%	i	i	4%	2%	i	6%	·	3%
> C=Cc1cccc(NC(=O)COc2ccccc2)c1
→ 1%	i	0%	?	i	-2%	-2%	i	10%	-0.7%	6%
> c1ccc(CNc2ncnc3nc[nH]c23)cc1
→ -2%[20.5 µM]	i	-6%[25.6 µM]	?	i	9%[25.6 µM]	5%[20.6 µM]	?	-4%[25.6 µM]	-1.3%[20.6 µM]	-2%[26 µM]
> CCOCCCNC(=O)Cn1ncc2c(=O)oc3ccccc3c21
→ -22%	·	2%	·	·	-1%	·	·	3%	-0.4%	-6%[2.3 µM]
> Cn1cccc1C(=O)Nc1nccs1
→ -3%	i	-7%	i	i	-7%	-1%	i	-7%	0.1%[57.5 µM]	-7%

Screens: PubChem, National Center for Advancing Translational Sciences (NCATS)
